Cardio protect – myocardial damage modulation in H9c2 cells. H9c2 cardiomyocytes, H2O2 injury protection, ATPLite, 2 h. protection from H2O2 cell death, % at 20 µM. 360,000 tested, 0.63% active. AID 588492;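 active means compounds giving at least 50% protection of heart cells from peroxide-induced death in the single-dose screen, raw or plate-pattern-corrected value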;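 further: 0% = DMSO wells with peroxide and 100% = DMSO wells without peroxide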
Peg3 prom inh – inhibitors of Peg3 promoter. HeLa PEG-Prom luciferase reporter, luminescence, overnight. 360,000 tested, 1.7% active. inhibition, % at 20 µM;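 active means inhibition of at least 50% at 20 µM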
NR2E3 ag-1 – agonists of human nuclear receptor NR2E3 | AID 2300 | inhibition of corepressor binding, % at 4.78 µM | Q9Y5X4 | GST-NR2E3/biotin-RetCOR TR-FRET, 1536-well | 320,000 tested, 0.12% active;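 active means percent inhibition above the cutoff of mean plus 3 SD of all tested compounds, set per screening campaign, cut at about 20% in these data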;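 further: 0% = DMSO wells and 100% = biotin wells as full block of FRET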
Target sequence (Q9Y5X4 whole entry, looked up): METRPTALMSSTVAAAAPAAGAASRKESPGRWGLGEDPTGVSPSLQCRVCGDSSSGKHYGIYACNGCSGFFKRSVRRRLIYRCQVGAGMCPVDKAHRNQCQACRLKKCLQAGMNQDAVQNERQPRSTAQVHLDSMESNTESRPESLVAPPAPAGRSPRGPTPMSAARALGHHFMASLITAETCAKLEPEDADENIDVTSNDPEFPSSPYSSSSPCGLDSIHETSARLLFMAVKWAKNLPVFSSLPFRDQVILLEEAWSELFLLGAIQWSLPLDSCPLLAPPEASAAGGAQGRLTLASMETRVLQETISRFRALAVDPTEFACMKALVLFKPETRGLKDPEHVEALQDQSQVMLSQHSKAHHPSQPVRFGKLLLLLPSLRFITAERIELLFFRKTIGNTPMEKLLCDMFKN
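Test system – NR2E3–RetCOR corepressor complex · Quantity – NR2E3 fusion 1.35 nM · Buffer or medium – Tris pH 7.5 · Incubation – Compound–protein incubation for 5 h at 4 °C · Technique – TR-FRET, Eu(K)-anti-GST donor, streptavidin-D2 acceptor, ex 340, em 617/671 nm · Evaluation – percent inhibition of 671/617 nm emission ratio versus biotin and DMSO controls · Plate – 1536-well format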
Shn3 3UTR inh – reduces Shn3 3'UTR luciferase signal in osteoblasts. Clone20 osteoblast Shn3 3'UTR firefly luciferase, 24 h. inhibition, % at 12.5 µM. 360,000 tested, 0.52% active. AID 588674;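 active means mean inhibition of at least 75% with every replicate also reaching 75%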;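 further: 0% = median of neutral control wells and 100% = pilot-screen positive control compound; some compounds past the cut are filed as inactive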
CaV13 ICDI inh – Disruptors of the CACNA1D IQ motif to Ca2+-dependent inactivation inhibitor domain association, primary screening, Förster resonance energy transfer in intact living …; inhibition, % at 12.3 µM; HEK cells, CFP/YFP FRET ICDI-IQ, plate reader, 10 min; percent FRET-ratio fall versus neutral wells; 340,000 tested, 0.098% active; AID 743397;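 active means mean replicate inhibition of at least 30% and at least 1% of replicates passing that level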;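 further: 0% = median of the neutral control wells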
NR2E3 ag-2 – agonists of human NR2E3 nuclear receptor; CHO-S Gal4-NCOR/VP16-NR2E3 two-hybrid, luciferase; 360,000 tested, 0.35% active; inhibition of corepressor binding, % at 3.98 µM; AID 602229;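 active means inhibition above the mean of all tested compounds plus 3 SD, cut at about 70% in these data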;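 further: 0% = DMSO with NR2E3 transfected cells and 100% = cells lacking NR2E3 construct; higher means lower luciferase signal from less NR2E3 corepressor binding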
iPSC survival up – hiPSC single-cell survival enhancement; survival enhancement, % at 20 µM; ATPlite luminescence; 100% = ROCK inhibitor wells, 0% = DMSO; 360,000 tested, 0.044% active; in the data active means survival enhancement above about 18%;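 further: cells exposed to compounds for 16 hours before the ATP read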
PDI inh – inhibitors of human protein disulfide isomerase. PDI insulin aggregation turbidity, A650, 90 min. inhibition, % at 10 µM. 350,000 tested, 0.052% active. AID 588391;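 active means mean inhibition across replicates of 30% or more, whatever share of single replicates reach that level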;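 further: absorbance from insulin aggregation driven by PDI reduction with DTT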
HTR2A ag – mouse HTR2A agonism via beta-arrestin recruitment. AID 624169. P35363. CHO-K1 mHTR2A beta-arrestin complementation, luminescence; percent of 30 µM serotonin response. activation, % at 7.6 µM. 360,000 tested, 0.66% active;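 active means activation above a run cutoff, the mean activation of all tested compounds plus 3 SD, cut at about 14% in these data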;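 further: 0% = plate median of compound wells and 100% = 30 µM serotonin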
Target sequence (P35363 whole entry, looked up): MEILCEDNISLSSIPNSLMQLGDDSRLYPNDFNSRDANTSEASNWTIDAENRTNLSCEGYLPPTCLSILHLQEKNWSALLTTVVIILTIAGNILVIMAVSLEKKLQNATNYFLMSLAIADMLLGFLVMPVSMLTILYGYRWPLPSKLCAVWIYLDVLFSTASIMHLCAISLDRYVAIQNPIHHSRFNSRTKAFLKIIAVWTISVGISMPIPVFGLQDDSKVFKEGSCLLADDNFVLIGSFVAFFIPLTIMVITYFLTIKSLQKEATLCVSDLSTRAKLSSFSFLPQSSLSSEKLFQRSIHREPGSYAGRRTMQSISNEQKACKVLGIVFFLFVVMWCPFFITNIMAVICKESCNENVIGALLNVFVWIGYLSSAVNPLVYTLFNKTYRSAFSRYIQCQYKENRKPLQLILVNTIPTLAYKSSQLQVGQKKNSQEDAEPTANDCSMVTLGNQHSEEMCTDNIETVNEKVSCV
TRPM1 prom inh – inhibitors of MITF-driven TRPM1 promoter in melanoma cells. SK-MEL-5 TRPM1 promoter luciferase, 24 h. AID 488899. 330,000 tested, 0.83% active. inhibition, % at 12.5 µM;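 active means mean inhibition across replicates of 60% or more, whatever share of single replicates reaches that level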; further: values of inactives mirror those of a sister screen read the other way
HIF-2a block – inhibitors of HIF-2a; 360,000 tested, 0.72% active; 786-0 RCC cells HIF-2a reporter, luciferase luminescence, overnight; inhibition, % at 18.8 µM;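 active means inhibition of the luminescence signal of 40% or more relative to plate controls, in a single-dose primary screen at 18.75 µM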
Active calls of the source: *; x = not tested or not shown.

SMILES	Cardio protect	Peg3 prom inh	NR2E3 ag-1	Shn3 3UTR inh	CaV13 ICDI inh	NR2E3 ag-2	iPSC survival up	PDI inh	HTR2A ag	TRPM1 prom inh	HIF-2a block
COc1ccc(C(=O)[C@H]2[C@H]3C(=O)N(c4ccccc4)C(=O)[C@H]3C3C=CC=NN32)cc1 (some centres not stated)	2	7	-5	-10	-19	-30	-0.6	3	3	x	-3
O=c1c2ccccc2nc(/C=C/c2cccc([N+](=O)[O-])c2)n1CCO	3	2	0	4	-15	-7	-1.2	-1	-5	-4	5
CN(C)C(CNC(=O)CCc1nc2ccccc2s1)c1ccccc1 (configuration not stated)	6	0	7	-6	-3	-6	0.8	-1	-3	2	2
CC1CCN(C2=NC(=O)/C(=C/c3cn(-c4ccccc4)nc3-c3cccc(S(=O)(=O)N(C)C)c3)S2)CC1	-4	-12	-1	8	x	-3	-2.1	-3	-2	-4	-18
COc1ccc(-c2nc(=S)[nH][nH]2)cc1	4	-12	1	-9	x	-24	-0.3	-7	-4	-14	-33
CSc1ccc(Cl)c(C(=O)N2CCN(c3ncccn3)CC2)c1	-1	-8	-1	7	-5	-9	-0.5	-4	-7	9	-1
CNc1n[nH]c(=S)s1	4	11	-8	18	-4	-2	-1.0	1	3	-12	13
O=c1cc(CN2CCN(c3ccc(O)cc3)CC2)nc2scc(-c3ccccc3)n12	-3	9	1	-19	-6	-61	1.9	-1	-3	8	9
CCC(c1nnc(SCC(=O)N2CC(=O)Nc3ccccc32)n1Cc1ccccc1)N(C)C (configuration not stated)	14	16	2	-14	0	-13	-2.9	5	-5	0	7
S=c1[nH]nc(-c2ccccc2)n1/N=C/c1c[nH]c2ccccc12	-5	31	-3	20	-7	6	0.2	1	4	16	26
CCOC(=O)N1CCN(C(=O)CN(CC)S(=O)(=O)c2cc(C)ccc2OC)CC1	9	6	1	-1	-2	-14	-0.3	-3	2	9	12
C/C(=N/NC(=O)c1ccn(C)n1)c1ccncc1	0	-13	8	-3	-5	-20	-0.4	-5	0	x	6
O=C(CCN1C(=O)c2ccccc2C1=O)Nc1sc2c(c1C(=O)NCC1CCCO1)CCC2 (configuration not stated)	24	-3	2	-21	-4	-14	0.9	-22	-1	-6	9
COC(=O)c1ccc(OCC(=O)NC2CCCCCCC2)cc1	5	0	x	1	-5	-34	0.9	-5	2	6	-13
Cc1cc(N2CCOCC2)nc2ccc(NC(=O)CCC(=O)N3CCCC(C)C3)cc12 (configuration not stated)	2	-70	-3	-37	-5	4	2.1	-10	3	-39	-70
COc1ccccc1OCCSc1nc2ccccc2n1CCO	-1	-11	1	5	-6	8	-0.6	-5	0	0	-24
O=C(/C=C/c1ccc(F)cc1)Nc1cccc(S(=O)(=O)N2CCOCC2)c1	-5	-71	x	14	-7	-27	-1.0	-10	-6	-8	-119
CCOC(=O)N1CCN(S(=O)(=O)c2ccc(Cl)cc2)CC1	-6	12	1	17	-6	11	-0.6	8	9	-2	-4
C=CCNC(=S)N1CCN(CCN=CC2=C(O)CC(c3ccc(Cl)cc3)CC2=O)CC1 (configuration not stated)	1	13	2	0	4	-20	-0.5	-6	-3	-5	18
CCc1cccc(CC)c1NC(=O)CN1CCN(c2ccccc2)CC1	4	10	1	9	-9	-13	-1.1	-11	8	5	15
O=C(O)C(C=C(Cl)Cl)N1CCOCC1 (configuration not stated)	5	5	x	-3	-6	1	-1.1	0	-1	-5	14
Cc1nc2c(-c3ccccc3)cnn2c(N2CCOCC2)c1C	-13	-284	-3	-91	-8	-157	-0.3	-6	2	-8	-224
Cc1cc[n+](CCC(=O)O)c2ccccc12	-1	1	-1	8	-5	-13	-2.5	1	0	7	12
Cc1noc(C)c1CSc1nnc(-c2ccccc2)o1	-11	-18	2	-7	-5	-14	0.0	-2	0	-5	-32
CCCC(=O)Nc1nnc(S(=O)(=O)N2CCCC2)s1	16	-14	0	-3	-7	-16	-1.2	3	-4	6	5
Cc1cccc(OCc2nnc(SCC(=O)N3c4ccccc4CC3C)n2C)c1C (configuration not stated)	7	20	0	x	x	-37	-2.3	4	-3	-8	13
Clc1ccccc1OCc1nc(-c2ccccn2)no1	-18	-202	-3	-23	-2	-127	1.1	22	-4	-23	-99
O=C(Cc1ccccc1)NC(NCCc1ccccc1)C(Cl)(Cl)Cl (configuration not stated)	-1	-2	5	16	-2	2	0.9	26	-8	11	5
COc1ccc(/C=C2\SC(=S)N(CCCC(=O)N3CCCCC3CCO)C2=O)cc1 (configuration not stated)	0	34	-1	8	-2	13	0.1	9	2	25	83*
COc1cccc(C(=O)CN2C(=O)C(C)(C)Oc3ccc(C(=O)N4CCCCCC4)cc32)c1	13	21	8	1	-4	-10	0.3	0	1	2	19
Cc1ccccc1NCC(=O)N/N=C\C=C\c1cccc([N+](=O)[O-])c1	4	3	1	-9	-18	-9	0.4	-6	-6	-20	-1
C[C@]12c3[nH]c4cc(-c5ccco5)ccc4c3CCN1C(=O)[C@@H](CC(=O)NCCc1ccccn1)C[C@@H]2C(=O)N1CCCCC1	22	34	x	-8	-6	-38	1.7	2	1	0	-25
CCOc1cc(C(=O)CCC(=O)OCC(=O)N2c3ccccc3NC(=O)C2(C)C)ccc1O	0	46	4	9	-6	-3	1.8	-4	0	17	7
CCCCNc1c2c3c(cccc3n(C)c1=O)C(=O)c1ccccc1-2	32	43	-1	-17	x	-16	0.5	-10	-3	6	21
CC[C@]12c3[nH]c4cc(CCC(=O)N(C)C)ccc4c3CCN1C(=O)[C@@H](CC(=O)NCc1cccc(C(F)(F)F)c1)C[C@@H]2C(=O)N1CCN(C(=O)C2CC2)CC1	-2	6	x	-12	-8	-8	1.4	0	3	3	1
O=C(Nc1nc2c(s1)CCCC2)c1cc(-c2ccncc2)nc2ccccc12	9	-118	1	0	-4	-15	-0.6	0	-1	-10	-14
C=CCNC(=O)c1cc2nc(C3CC3)cc(C(F)F)n2n1	2	-37	-1	-4	-7	11	-1.6	5	0	-11	-22
CSc1ncc(CN2CCc3c([nH]c4ccccc34)C2c2cccc(O)c2)cn1 (configuration not stated)	0	24	-2	23	-5	-6	1.0	10	-2	44	15
Cc1ccc(Oc2coc3cc(OC(=O)c4cccs4)ccc3c2=O)cc1	-7	-73	4	-23	-4	-55	-1.9	-7	2	-15	-60
O=C(CSc1ccc(Cl)cc1)OCC(=O)N1CCN(c2ccccc2)CC1	-4	1	x	5	-6	-14	0.3	3	1	7	13

Sorted by number of heavy atoms (descending): part of the list above.
SMILES	Cardio protect	Peg3 prom inh	NR2E3 ag-1	Shn3 3UTR inh	CaV13 ICDI inh	NR2E3 ag-2	iPSC survival up	PDI inh	HTR2A ag	TRPM1 prom inh	HIF-2a block
Cc1cc(N2CCOCC2)nc2ccc(NC(=O)CCC(=O)N3CCCC(C)C3)cc12 (configuration not stated)	2	-70	-3	-37	-5	4	2.1	-10	3	-39	-70
COc1ccc(C(=O)[C@H]2[C@H]3C(=O)N(c4ccccc4)C(=O)[C@H]3C3C=CC=NN32)cc1 (some centres not stated)	2	7	-5	-10	-19	-30	-0.6	3	3	x	-3
Cc1ccc(Oc2coc3cc(OC(=O)c4cccs4)ccc3c2=O)cc1	-7	-73	4	-23	-4	-55	-1.9	-7	2	-15	-60
CN(C)C(CNC(=O)CCc1nc2ccccc2s1)c1ccccc1 (configuration not stated)	6	0	7	-6	-3	-6	0.8	-1	-3	2	2
S=c1[nH]nc(-c2ccccc2)n1/N=C/c1c[nH]c2ccccc12	-5	31	-3	20	-7	6	0.2	1	4	16	26
Clc1ccccc1OCc1nc(-c2ccccn2)no1	-18	-202	-3	-23	-2	-127	1.1	22	-4	-23	-99

New compounds follow.
SMILES	Cardio protect	Peg3 prom inh	NR2E3 ag-1	Shn3 3UTR inh	CaV13 ICDI inh	NR2E3 ag-2	iPSC survival up	PDI inh	HTR2A ag	TRPM1 prom inh	HIF-2a block
CN(C)c1ccc(C(=O)NC2CCCc3ccccc32)cc1 (configuration not stated)	4	-49	-1	-46	-2	-26	-3.0	-3	-6	-10	-85
Cn1c2ccccc2c2n[nH]c(=S)nc21	5	34	-7	13	-5	-2	-0.2	18	3	30	0
COC(=O)c1ccc2c(=O)n(CCN3CCOCC3)c(SCC(=O)c3ccccc3)nc2c1	7	6	-2	-43	2	-6	0.6	-2	10	1	1
Cc1nnc2c(SC(C)C)nc3ccccc3n12	8	50	1	-17	-18	-16	-0.5	-1	-1	-3	27
CN(C)S(=O)(=O)c1ccc(C(=O)OCC(=O)c2csc(N3CCCCC3)n2)cc1	-12	-50	3	-23	-5	-25	2.0	-1	-1	-8	-42
CC(C)c1nnc(NC(=O)C2CCCCC2)s1	12	-81	1	-27	-5	-11	-2.7	x	2	x	-152
C=CCN1C(=O)C(CCCC)NC1=S (configuration not stated)	-5	2	-1	2	-5	-8	0.5	1	7	-3	12
COCCOC(=O)c1ccc(NC(=O)COc2ccc([N+](=O)[O-])cc2)cc1	-2	-11	2	-2	-4	-38	-0.5	-5	-1	3	13
CCOc1ccccc1Nc1nc(-c2sc(C)nc2C)cs1	-7	-76	4	7	-9	-49	3.8	-1	0	-26	-152
CC(=O)Nc1sc(C)c(C)c1C(=O)OCC(=O)N(C)c1c(N)n(Cc2ccccc2)c(=O)[nH]c1=O	11	9	3	-7	-7	-13	-0.1	5	0	1	16
COc1cc(OC)c(C(=O)/C=C/c2ccccc2)c(O)c1O	-11	3	0	-10	x	25	-1.7	x	-5	15	13

From PubChem BioAssay
